# aSyn tox rescue: qHTS of alpha-syn Inhibitors: NCGC Sytravon Library Screen | hit rate 0.02% among 94,000 | Potency, µM (top dose mostly 46.1 µM), without a hit: at the highest dose growth rescue (activation), hits mostly activators | S. cerevisiae alpha-synuclein toxicity rescue, BacTiter-Glo growth, 24 h; active = well fitted activation curve with a large enough effect; inconclusive = small, poorly fitted or top-dose-only effect; also: 0% is about no effect
#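 Growth restoration measured by BacTiter-Glo luminescence after 24 hr at 30 deg C; alpha-synuclein yeast, raffinose-pregrown to mid-log, were added at OD600=0.02 in galactose medium onto pinned compounds.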
# Active calls of the source: *; ? = inconclusive; [ ] = another dose, or the depositor's remark. Potency is read from the fitted curve at half-maximal effect. An excerpt (hit frequency here may not be typical).
SMILES,aSyn tox rescue
CCCN1C(=O)C(=O)N(CC(=O)N2c3ccccc3NC(=O)CC2C)C1=O (configuration not stated),3.7%
CCc1nc(SCC(=O)NCc2ccc(F)cc2)c2c(=O)n(C)c(=O)n(C)c2n1,11.9%
Cc1ccc2oc(-c3cccc(NC(=O)Cc4ccc(Cl)cc4)c3)nc2c1,-4.6%
Cc1ccc(C)c(N2CCN(c3nc4ccccc4c(=O)n3-c3ccc(Cl)cc3)CC2)c1,6.7%
Nc1cnc(-c2ccccc2)nc1Cl,7.3%
O=C(NC1CC(=O)N(c2cccc(F)c2)C1)c1cccs1 (configuration not stated),9.6%
CCc1nc2ccc(C(=O)NCc3ccc(SC)cc3)cc2nc1CC,0.0%
O=C(CSc1nc2ccccc2nc1N1CCOCC1)Nc1ccccc1F,4.2%
CC(=O)NCCC(=O)Nc1cc(S(=O)(=O)Nc2ccc(Cl)cc2)ccc1N1CCCC1,-7.1%
CCC(Sc1nc(=O)cc(N)n1CCc1ccccc1)C(=O)Nc1cc(C)on1 (configuration not stated),-2.5%
CCOc1cc(C(=O)Nc2ccc(NC(=O)c3cc4ccccc4o3)c(OC)c2)cc(OCC)c1OCC,-3.6%
O=C(CN1C(=O)C2CC=CCC2C1=O)NC1CCCCC1 (configuration not stated),-5.7%

# In another format: results already given.
SMILES	aSyn tox rescue
CCC(Sc1nc(=O)cc(N)n1CCc1ccccc1)C(=O)Nc1cc(C)on1 (configuration not stated)	-2.5%
CCOc1cc(C(=O)Nc2ccc(NC(=O)c3cc4ccccc4o3)c(OC)c2)cc(OCC)c1OCC	-3.6%

# Going on with the list:
SMILES,aSyn tox rescue
Cc1ccc(-n2ncc(C(=O)N3CCCCC3)c2C2CCN(C(=O)OC(C)(C)C)CC2)cc1C,5.7%
Cc1ccc(CNC(=O)CC(C)CC2=NS(=O)(=O)c3ccccc3N2)cc1 (configuration not stated),-2.6%
CCN(C(=O)CCS(=O)(=O)c1ccc2c(c1)oc(=O)n2C)c1ccc(OC)cc1,2.0%
CCC(=O)Nc1cccc2ccccc12,-17.7%
CCOc1cc(N2CCOCC2)c(OCC)cc1NS(=O)(=O)c1cc(NC(C)=O)ccc1OC,-3.3%
CCCC(=O)N1CCc2cc(OC)c(OC)cc2C1COc1ccccc1OC (configuration not stated),-5.1%
CC(=O)c1sc(-c2ccccc2)cc1N,-5.0%
Cc1nn(-c2ccccc2)c(C)c1/C=N/n1cnnc1,-0.3%
COc1ccc(C)cc1NC(=O)C1CCN(S(=O)(=O)c2c(C)noc2/C=C/c2ccco2)CC1,-8.9%
Cc1cc(OCC(=O)Nc2ccc(CN3CCCCC3)cc2)ccc1Cl,2.7%
Cc1cc(Br)c2c(c1)C(O)(N1CCCCC1C)C(=O)N2 (configuration not stated),12.0%
O=C(CSc1nc(-c2ccccc2)nc2cc(=O)[nH]n12)Nc1ccccc1,-8.6%

# 4 of the compounds above, as labelled records:
Cc1nn(-c2ccccc2)c(C)c1/C=N/n1cnnc1
  aSyn tox rescue: -0.3%

CCOc1cc(N2CCOCC2)c(OCC)cc1NS(=O)(=O)c1cc(NC(C)=O)ccc1OC
  aSyn tox rescue: -3.3%

O=C(CSc1nc(-c2ccccc2)nc2cc(=O)[nH]n12)Nc1ccccc1
  aSyn tox rescue: -8.6%

CCC(=O)Nc1cccc2ccccc12
  aSyn tox rescue: -17.7%

# (continued)
SMILES,aSyn tox rescue
Cc1ccc(CNC(=O)CCC(=O)N2CC3CCCN3c3ccccc32)cc1 (configuration not stated),-11.0%
Cc1cccc(NC(=O)Cn2c(=O)n(Cc3ccccc3)c(=O)c3sc4ccccc4c32)c1,-8.7%
Cc1ccc(NC(=O)Cc2ccc(-n3c(C)nc4cccnc43)cc2)c(Cl)c1,-8.3%
Cc1ccc(C2NC(=O)CCC2[N+](=O)[O-])cc1 (configuration not stated),-13.4%
COc1ccc(S(=O)(=O)N2C[C@H]3CON(C)[C@H]3C[C@H]2c2ccc(-c3cc4ccccc4o3)cc2)cc1,3.9%
O=C(Cn1cnc2ccccc2c1=O)NC1CCS(=O)(=O)C1 (configuration not stated),-5.1%
COCCCNC(=O)c1ccc2c(c1)NC(=O)C(C(C)C)N2 (configuration not stated),-0.7%
CCCC(=O)NCCCc1nc2ccccc2[nH]1,1.6%
Cc1cccc(C(=O)OCC(=O)NCc2ccc(Cl)cc2)c1,-3.1%
CC1(C)Cc2c(sc3nc[nH]c(=O)c23)CO1,-20.3%
CCc1nn(CC(=O)NCc2ccco2)c(=O)c2cc3c(OC)cccc3n12,-6.2%
Cc1nn2c(C)c(C(=O)NCc3ccco3)cnc2c1-c1ccccc1,2.5%

# Nothing new here: an excerpt of the list.
SMILES,aSyn tox rescue
Cc1ccc(CNC(=O)CCC(=O)N2CC3CCCN3c3ccccc32)cc1 (configuration not stated),-11.0%
Cc1cccc(NC(=O)Cn2c(=O)n(Cc3ccccc3)c(=O)c3sc4ccccc4c32)c1,-8.7%

# The list continues.
SMILES,aSyn tox rescue
CCOC(=O)c1ccccc1NC(=O)C1CCN(c2ncnc3c2nc2n3CCCCC2)CC1,2.9%
CC(NC(=O)c1c(O)nc2ccccn2c1=O)c1ccccc1 (configuration not stated),-4.8%
Cc1ccc(Cl)c2sc(NC(=O)CS(=O)(=O)c3ccc(Cl)cc3)nc12,-5.0%
CCCCCOc1ccc(C(=O)CCC(=O)NNC(=O)c2ccncc2)cc1,2.2%
Cc1cc(=O)[nH]c(/N=C(\N)Nc2ccc(Oc3ccccc3)cc2)n1,3.5%
O=C(COC(=O)c1cnccn1)Nc1ccc(Cl)cc1C(F)(F)F,-42.3%[inhibitor]
COc1ccc(OC)c(NC(=O)C(NS(=O)(=O)c2ccc3c(c2)CCCC(=O)N3)C(C)C)c1 (configuration not stated),-2.9%
COc1cccc(CCNC(=O)c2cnc3sc(N4CCCC4)nn3c2=O)c1,4.6%
CCOC(=O)c1c(NC(=O)c2ccc(S(=O)(=O)N3CCCC(C)C3)cc2)sc2c1CCN(C(C)C)C2 (configuration not stated),12.2%
O=C(NC1(C(F)(F)F)NC(=O)N(CCc2ccccc2)C1=O)c1ccccc1Cl (configuration not stated),-6.4%
CCCCN(C(=O)c1ccc(NC2CC2)c([N+](=O)[O-])c1)c1c(N)n(CCCC)c(=O)[nH]c1=O,8.3%
CN(C1CCCC1)C1CCN(C(=O)CNC(=O)/C=C/c2ccc(F)cc2)CC1,-4.9%
Cc1cc2c(c3oc(=O)c4ccccc4c13)CN(Cc1ccc(F)cc1)CO2,3.2%
O=c1[nH]c2ccc(NCc3ccc(-c4ccccc4F)o3)cc2[nH]1,-12.4%
CC1CCCCN1CCCNC(=O)c1ccc(N2CCCC2=O)cc1 (configuration not stated),-1.1%
COC(=O)c1nc(-c2ccccc2)nc(-c2ccccc2)c1C(=O)OC,-1.1%
COc1ccc(C#Cc2ccc3c(c2)O[C@H](CN(C)C(C)=O)[C@H](C)CN([C@@H](C)CO)S3(=O)=O)cc1,-8.1%
O=C(NCc1ccccc1Br)c1cnc2sc(N3CCCCCC3)nn2c1=O,-0.6%
O=C(COc1ccc2ccccc2c1)NNC(=O)c1ccccc1,-0.5%
CCOC(=O)c1c(-c2ccc(OC)c(OC)c2)csc1NC(=O)c1ccc(F)cc1,-6.9%
CCCOc1ccc(C2C(=O)N(C3CCCCC3)CC(=O)N2C2CCCCC2)cc1OC (configuration not stated),-5.7%
O=C1CCC2S/C(=C/Nc3ccc(C(F)(F)F)cc3)C(=O)N12 (configuration not stated),-2.0%
O=C(c1ccc2c(c1)OCCO2)N(Cc1cccnc1)c1nc2ccc(F)cc2s1,0.1%
CN(CC(=O)Nc1sccc1C#N)S(=O)(=O)c1ccc(F)cc1,2.1%
COc1ccc(-c2[nH]c(-c3ccc(O)cc3)nc2-c2ccccc2)cc1,-4.3%
Cc1cccc(C)c1OC(=O)CSc1nnc(CNC(=O)c2ccccc2)o1,-9.2%
CC1CCN(C(=O)c2cc(-c3ccco3)on2)CC1,-4.6%
Cc1ccc(OCC(=O)NCCCNC(=O)c2ccccn2)cc1,-10.1%
CCOC(=O)c1cc(-c2ccccc2)n(CCCC(=O)Nc2ccc(C)c(Cl)c2)c1C,-8.0%
O=C(c1ccc(Cl)s1)N1CCN(c2ncccn2)CC1,16.5%
CN(CCOc1ccc(Cl)cc1)C(=O)CN1C(=O)NC2(CCCC2)C1=O,-8.7%
CCOc1ccccc1OCCCNCc1ccco1,4.6%
O=C(NC1CC1)c1cccc2c1C(=O)c1ccc(N3CCC(N4CCCCC4)CC3)cc1S2(=O)=O,5.3%
COc1ccc(N2CC(NC(=O)CCc3ccccc3)CC2=O)cc1OC (configuration not stated),4.1%
Cc1ccccc1C1c2[nH]c3ccccc3c2CCN1Cc1cccn1-c1ncccn1 (configuration not stated),12.5%
COCc1cc(=O)n2c(-c3ccc(C)cc3)n[nH]c2n1,4.5%

# Random excerpt: 2 entries already listed
SMILES,aSyn tox rescue
COCCCNC(=O)c1ccc2c(c1)NC(=O)C(C(C)C)N2 (configuration not stated),-0.7%
CCCCN(C(=O)c1ccc(NC2CC2)c([N+](=O)[O-])c1)c1c(N)n(CCCC)c(=O)[nH]c1=O,8.3%

# Later entries:
SMILES,aSyn tox rescue
CCOc1ccc2c(c1)NC(c1ccc(OCC)c(OCC)c1)=NC(c1ccc(F)cc1)=N2,-7.7%
CCOC(=O)CSc1nc2cc(C(F)(F)F)cnc2n1C,10.4%
COc1ccc(C(=O)NCC(c2ccco2)N2CCOCC2)cc1 (configuration not stated),-7.5%
CCCCCc1ccc(-c2ccc(C(=O)Oc3ccc(C(=O)OC)cc3)cc2)nc1,7.0%
COc1ccccc1CN(C)C(=O)COC(=O)c1cc(C)oc1C,12.8%
C[C@@H]1CN([C@@H](C)CO)C(=O)CCCn2cc(nn2)CO[C@H]1CN(C)S(=O)(=O)c1ccc2c(c1)OCCCO2,-2.3%
Cc1nc(S/C(=C\c2ccc(-c3ccc(C(=O)O)c(Cl)c3)o2)C(=O)O)n[nH]1,7.3%
Cc1ccc(Cn2c(=O)n(Cc3ccc(C(=O)NC4CCN(Cc5ccccc5)CC4)cc3)c(=O)c3ccccc32)cc1,6.2%
COc1ccc(-c2cc(C(=O)OCC(=O)c3ccc(C)cc3)c3cccc(Cl)c3n2)cc1,-1.9%
Nc1cc(S(=O)(=O)Nc2ccc(Cl)cc2)ccc1N1CCOCC1,7.6%
Cc1cccc2c1-c1sc(C(=O)N(C)c3cccc(C(F)(F)F)c3)cc1CO2,4.0%
COc1cccc(OC)c1-c1nn(-c2ncc(C(F)(F)F)cc2Cl)c(=O)o1,-14.7%
CCCc1c(C(=O)N/N=C/C=C/c2ccccc2)nnn1-c1nonc1N,-6.2%
CCC(C)n1c(=N)c(C(=O)NC2CCCCC2)cc2c(=O)n3ccccc3nc21 (configuration not stated),-6.2%
Cc1cc(C)c(OCC(=O)Nc2nc(-c3ccccn3)cs2)c(C)c1,?
COc1ccc(CCNC(=O)CCn2c(=O)c3ccccc3n(Cc3c(C)cc(C)cc3C)c2=O)cc1OC,1.4%
Cc1ccc(NC(=O)CN2C(=O)c3ccccc3S2(=O)=O)cc1C,-1.7%
CCc1nc(SCC(=O)c2c[nH]c3ccccc23)n[nH]1,-3.7%
CN1CCc2c(sc(NC(=O)C3CCCN3S(=O)(=O)c3ccc(Cl)s3)c2C(N)=O)C1 (configuration not stated),7.1%
CCOC(=O)c1c(NC(=O)CSc2nnc(-c3c[nH]c4ccccc34)n2CCOC)sc2c1CCCC2,3.6%
Cc1ccc(NC(=O)COC(=O)Cn2cnc3c2c(=O)n(C)c(=O)n3C)c(Cl)c1,-4.1%
COc1ccc2c(C)cc(=O)sc2c1,18.9%
COc1cc(C(=S)N2CCOCC2)cc(OC)c1O,-9.2%
CCn1c(=O)c2sccc2n2c(CCCC(=O)Nc3ccc(OC)c(OC)c3)nnc12,8.6%
COc1ccc(NC(=O)C2CCCN(c3nn4c(=O)cc(C)nc4s3)C2)cc1 (configuration not stated),3.8%
CN(C(=O)COC(=O)c1ccc(S(=O)(=O)N2CCOCC2)cc1)C1CCCCC1,0.3%
COc1ccc2[nH]cc(CCNC(=O)Nc3c(C)cccc3C)c2c1,-1.7%
CN(C(=O)c1ccc2c(c1)OCCO2)c1c(N)n(Cc2ccccc2)c(=O)[nH]c1=O,11.6%
CC1=C(c2ccc(C)c(C)c2)S(=O)(=O)N=C1N1CCC(C(=O)NCc2ccc(C)o2)CC1,10.5%
Cc1cc(O)cc2c1C(=O)/C(=C/c1ccco1)O2,-13.9%
CCOc1ccc(-n2nc3c(=O)n(CCN4CCCCC4)nc(C)c3c2C)cc1,-2.8%
O=C(OCC(=O)N1CCCC1)c1c(Cl)ccc(Cl)c1Cl,1.3%
CN(C)c1ccc(C(CNC(=O)COc2ccc(Cl)cc2)N2CCOCC2)cc1 (configuration not stated),-2.1%
Nc1nc2c(C(=O)N3CCOCC3)nnn2c2ccccc12,5.8%
COc1ccccc1NC(=O)c1oc2ccccc2c1NC(=O)c1c(F)cccc1F,3.2%
CC(NC(=O)c1ccc2nc(Cc3ccccc3)oc2c1)c1ccccc1 (configuration not stated),6.8%
O=C1c2ccccc2C(=Cc2cccnc2)c2ccccc21,2.1%
Cc1cc(C)c(NC(=O)Cn2nnc(C(=O)Nc3ccc(F)cc3F)c2N)c(C)c1,-2.0%
COc1cc(NC(=O)Cn2ncc3c([nH]c4ccc(C)cc43)c2=O)cc(OC)c1OC,0.5%
N#CC1=C2CCCCC2(O)NC1=O (configuration not stated),-5.3%
C[C@H]1CN([C@@H](C)CO)C(=O)c2cc(-c3cccc(F)c3)cnc2O[C@H]1CN(C)C(=O)c1cnccn1,-6.6%
COC(=O)c1cc(Nc2cc(C)c3ccc(O)cc3n2)cc(C(=O)OC)c1,2.9%
CC1CC(C)CN(C(=O)COC(=O)c2ccc(Cl)nc2)C1 (configuration not stated),8.1%
COCCCn1c(=O)c2sccc2n2c(CCCC(=O)Nc3cc(C)cc(C)c3)nnc12,6.3%
CCOC(=O)c1c(NC(=S)NCc2ccccc2)sc2c1CCN(C(=O)OCC)C2,3.7%
